# EWS-Fli inh – inhibitors of EWS/Fli oncoprotein transcriptional activity; A673 NR0B1-luciferase reporter, viability-normalised; inhibition, % at 12.6 µM; 0.67% of 350,000 active;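 active means mean inhibition of at least 50% after viability correction, with every replicate also passing that limit; inconclusive means mean reaches 50% but only one of two replicates passes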;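 further: firefly luciferase signal divided by Alamar Blue viability fluorescence both relative to DMSO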
# ARNT TACC3 PPI – disruptors of human ARNT/TACC3 interaction; Q9Y6A5; AID 623870; 0.66% of 390,000 active; AlphaScreen His-ARNT PAS-B/GST-TACC3 binding, luminescence; TACC3 fragment carries E629A point mutation; inhibition, % at 9.99 µM;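 active means mean inhibition of replicates at least 50% and at least half of replicates each reaching 50%; inconclusive means half or more replicates reach 50% but mean below 50%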;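 further: 0% = complete ARNT plus TACC3 wells and 100% = ARNT alone without TACC3; many hits fall short of the cut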
# GSIS activator – primary screen for activators of insulin secretion dependent on glucose, INS-1E cells, GLuc reporter luminescence; INS-1E GLuc reporter insulin secretion, 2-3 h; activation, % at 16.6 µM; 0.61% of 370,000 active;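 active means lowest replicate activation of at least 40%, so every replicate reaches that level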;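 further: 0% = median of neutral control wells and 100% = median of IBMX positive control wells; some compounds called inactive have numbers as strong as hits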
# Xi reactivation – X-chromosome reactivation activator; XiGFP mouse fibroblasts, % GFP-positive cells imaging, 3 d; cells co-treated with 5-aza-dC sensitizer; scaled so ellipticine positive control = 100%; 0.055% of 360,000 active; activation, % at 7.58 µM;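 active means mean normalized replicate activation at least 10% and every replicate at or above 10%; inconclusive means only one of the two criteria met; inactive means mean below 10% and not all replicates reach 10%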;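 further: 0% = median of on-plate neutral control wells and 100% = ellipticine 6 µM median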
#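 System: 68-5-11 XiGFP fibroblast line; Timing: 3 days compound exposure; Compound dosing: one concentration, pinned; Benchmarks: positive control ellipticine, 6 µM final; Buffer or medium: DMEM containing 5-aza-dC.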
# ERp5 block – ERp5 (human) disulfide isomerase inhibition. Q15084. ERp5 insulin aggregation, absorbance 650 nm, 90 min. inhibition, % at 9.99 µM. 0.05% of 350,000 active;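 active means mean replicate inhibition above about 25%, with every replicate also reaching it, limit read from the data, passing the limit was not always enough; inconclusive means only one of those two criteria met; inactive means neither criterion met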
# Target sequence (Q15084 whole entry, looked up): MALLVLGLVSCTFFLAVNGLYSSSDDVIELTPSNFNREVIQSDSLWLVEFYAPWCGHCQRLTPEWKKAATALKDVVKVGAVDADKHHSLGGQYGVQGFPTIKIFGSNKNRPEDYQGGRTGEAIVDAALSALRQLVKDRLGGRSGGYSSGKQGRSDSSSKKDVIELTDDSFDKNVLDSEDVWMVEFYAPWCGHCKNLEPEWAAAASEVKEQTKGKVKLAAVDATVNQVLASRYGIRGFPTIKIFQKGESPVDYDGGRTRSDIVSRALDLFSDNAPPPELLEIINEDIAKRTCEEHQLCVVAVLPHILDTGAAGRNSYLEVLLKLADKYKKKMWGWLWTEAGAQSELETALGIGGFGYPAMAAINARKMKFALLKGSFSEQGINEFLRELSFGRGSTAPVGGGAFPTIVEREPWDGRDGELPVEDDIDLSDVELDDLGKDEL
# DENV2 CPE – protects cells from dengue virus 2 cytopathic effect. DENV2-infected cells, cytopathic effect rescue, plate reader. CPE inhibition, % at 9.99 µM. 1.7% of 350,000 active; in the data active means CPE inhibition above about 20%, passing the limit was not always enough; inconclusive means no clear call, values can overlap the other calls; tested in BHK-21 cells;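 further: 0% = median of neutral control wells and 100% = median of positive control wells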
# CFTR F508del cor – CFTR F508del correction in bronchial cells; CFBE cells, YFP halide quenching; stimulated with forskolin plus potentiator P3; % fluorescence drop versus neutral controls; activity (quench increase), % at 7.58 µM; 0.36% of 350,000 active; AID 720511;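 active means mean added fluorescence quench of at least 8% versus neutral control, with both replicates also reaching 8%; inconclusive means only one of the mean or replicate conditions met; inactive means mean below 8% and not both replicates reaching 8%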;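 further: cells transiently co-express mutant CFTR-F508del with the halide-sensitive YFP; corrector assay measuring rescue of mutant channel to the surface after 24 h compound exposure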
# PAX8 reporter – PAX8 transcriptional activity inhibition. RMG-I TPO-luciferase reporter, SteadyGlo, 24 h. AID 652154. 1.2% of 360,000 active. inhibition, % at 12.6 µM;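 active means mean replicate inhibition at least 60% with every replicate also reaching 60%; inconclusive means only one of the two criteria is met; inactive means mean below 60% and not all replicates reaching 60%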;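 further: luciferase light reporting Pax8 driven TPO promoter activity; plate controls were median of neutral control wells for no effect and mitoxantrone controls for full effect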
# An asterisk follows results filed as active; ? = inconclusive; nt = not tested or not shown.
# Values in the order: Xi reactivation, CFTR F508del cor, ERp5 block, DENV2 CPE, ARNT TACC3 PPI, GSIS activator, EWS-Fli inh, PAX8 reporter
- CO[C@@H]1CC[C@@H]2CCOc3ccc(C#N)cc3C(=O)N(C)C[C@H](c3ccccc3)CC(=O)N(C)C[C@@H]1O2
→ 0.1, nt, -2.8, 7.7, -2.1, 6.1, 2.5, 11.9
- COc1cccc(OCC(=O)Nc2cc(Cl)ccc2Oc2ccccc2)c1
→ 0.0, 3.1, -0.1, 3.1, -5.4, -1.0, 0.6, 5.5
- CC(C)C(=O)Nc1ccc2c(c1)C(=O)N(C)[C@@H]1CC[C@H](CC(=O)NCCc3ccccc3)O[C@H]1CO2
→ 0.0, 0.6, nt, nt, nt, -0.4, -1.6, -15.5
- CN(C)S(=O)(=O)c1cccc(NC(=O)c2cccc(S(=O)(=O)N3CCc4ccccc43)c2)c1
→ 0.0, -0.1, 0.3, 1.2, 3.7, -46.8, 20.5, 54.2
- O=C(Nc1nc(-c2ccccn2)cs1)c1cc2ccccc2o1
→ 0.1, 1.8, 1.0, -4.9, 65.8*, -10.0, 1.9, 23.9
- O=C(CNC(=O)c1ccccc1)OCc1cccc(Br)c1
→ 0.0, 0.3, -1.0, -0.3, 0.2, -16.9, -3.9, -10.0
- CCNC(=S)Nc1ccc2cn[nH]c2c1
→ 0.3, nt, nt, nt, 0.8, -0.4, nt, -6.9
- COc1ccc(C(CNC(=O)c2ccc(S(=O)(=O)Nc3ccccc3F)cc2)N(C)C)cc1 (stereo not drawn)
→ 0.2, 5.2, 4.3, ?, 7.6, -13.3, 6.9, -19.2
- CCS(=O)(=O)Nc1ccc2c(c1)C(=O)N(C)[C@H]1CC[C@H](CC(=O)NCCCN3CCOCC3)O[C@@H]1CO2
→ 0.1, 0.4, 3.5, ?, nt, 19.7, -7.5, nt
- Cc1ccc(C)c(NC(=O)C(Sc2cccc[n+]2[O-])c2ccccc2)c1 (stereo not drawn)
→ -0.1, 3.2, 2.3, 3.7, 3.8, 10.9, 14.7, 16.9
- COc1ccc(C2NC(=O)NC(C)=C2C(=O)OCC2CCCCC2)cc1OC (stereo not drawn)
→ 0.0, -2.0, -2.5, -0.2, 1.5, -21.5, 7.1, -16.9
- Cc1cccn2c(=O)c(C=C(C#N)C#N)c(N3CCN(C)CC3)nc12
→ 0.0, 2.6, -3.3, -2.2, 3.9, 0.5, 1.5, 1.2
- Cn1nc(-c2ccccc2)cc1NC(=O)[C@@H]1O[C@H](CO)[C@H](O)[C@H](O)[C@H]1O
→ 0.1, -0.9, 2.8, 1.6, nt, nt, -8.5, 2.1
- COc1ccc(S(=O)(=O)N(C)C[C@H]2OCCCC[C@H](C)Oc3ccc(NC(=O)Nc4ccc(C(F)(F)F)cc4)cc3C(=O)N([C@@H](C)CO)C[C@H]2C)cc1
→ -0.2, -0.4, 10.0, 9.8, -26.2, -0.5, -3.0, -0.1
- O=S(=O)(c1cc(F)ccc1F)N1CCN(C2CCCCC2)CC1
→ 0.0, -1.7, -8.2, 3.6, -3.5, 14.9, 0.6, -20.3
- Cc1ccc(NC(=O)CSCC(=O)Nc2ccccc2N2CCCC2)cc1
→ 0.0, -0.7, -8.2, -3.5, -8.0, -22.7, 2.3, 1.2
- CC(CCc1ccccc1)NC(=O)CSc1nnnn1C (stereo not drawn)
→ nt, -0.2, 1.8, 8.5, -22.4, nt, 5.7, nt
- COc1ccc(NC(=O)C(c2cc3ccccc3o2)n2c(=O)c(-c3cc4ccccc4[nH]3)nc3ccccc32)cc1 (stereo not drawn)
→ 0.4, -3.1, 1.7, -15.8, nt, 3.9, -11.2, 4.8
- CN(C)CCn1c2c(c(SCC(=O)Nc3cccc4ccccc34)nc1=O)CCCC2
→ 0.2, 0.4, -1.9, -7.8, nt, 6.6, -4.6, 27.3
- CCc1nc2ccc(C(=O)NCc3ccc4c(c3)OCO4)cn2c1N(C)C(=O)Cc1ccccc1
→ -0.1, -0.6, -5.6, -8.6, nt, 10.2, -0.7, 2.8

# Additional entries:
# Values in the order: Xi reactivation, CFTR F508del cor, ERp5 block, DENV2 CPE, ARNT TACC3 PPI, GSIS activator, EWS-Fli inh, PAX8 reporter
- CN1C[C@@H](CO)O[C@@H](n2cnc3c(N4CCOCC4)ncnc32)C1
→ 0.1, -6.9, 5.3, -1.3, nt, -2.4, 0.9, -13.5
- C[C@H](NC(=O)C[C@H]1C=C[C@@H](NS(=O)(=O)c2cccc(F)c2)[C@H](CO)O1)c1ccccc1
→ 0.4, -0.2, 1.9, -3.0, 11.1, 9.2, 7.4, -4.3
- Cc1cccc([C@H]2[C@@H]3C=CC[C@@H](C)[C@@H]3C(=O)N2Cc2ccccc2)c1
→ 0.1, -0.5, 7.1, -1.2, -1.5, -33.6, 6.2, 3.1
- CCS(=O)(=O)Nc1ccc2c(c1)C(=O)N(C)[C@@H]1CC[C@H](CC(=O)OC)O[C@@H]1CO2
→ 0.5, 1.0, 2.8, 5.2, nt, 8.4, 1.7, 7.1
- COc1ccc(C(c2c(C)n(C)n(-c3ccccc3)c2=O)c2c(C)n(C)n(-c3ccccc3)c2=O)c(OC)c1OC
→ 0.0, 3.8, -0.7, 0.7, -3.5, -13.0, 10.1, -15.4
- CCOC(=O)N1CCN(S(=O)(=O)c2ccc(C(=O)Nc3nc4ccccc4s3)cc2)CC1
→ nt, -0.7, -3.4, 16.6, 0.0, 12.1, 16.0, nt
- Cc1ccccc1C(=O)NC(=S)N(C)C1CCCCC1
→ 0.2, -3.0, 0.3, ?, nt, 2.6, nt, -23.7
- N#C[C@@H]1[C@H](c2ccc(C#CC3CCCCC3)cc2)[C@@H](CO)N1C(=O)Cc1ccccn1
→ 0.0, -0.9, 1.5, 2.8, -3.8, 9.5, -9.2, -4.0
- Cc1c(S(=O)(=O)NCc2ccccc2)c(=O)n(C)c(=O)n1C
→ 0.0, 0.0, -4.0, -2.8, -0.5, -5.6, -3.8, -4.7
- CCCC(=O)Nc1ccc2c(c1)C(=O)N(C)C[C@H](OC)[C@@H](C)CN(C)[C@@H](C)CO2
→ -0.1, -0.5, 1.4, 8.5, -8.2, 7.9, -1.5, nt
- Cc1cc([N+](=O)[O-])cc2c1NCC1CC=CC21 (stereo not drawn)
→ -0.1, -1.6, 0.6, -1.7, nt, -9.0, -8.3, -5.5
- COc1ccc(C(=O)N2CCN(C(=O)C3CCCO3)CC2)cc1[N+](=O)[O-] (stereo not drawn)
→ 0.2, 3.2, -0.4, -5.4, 0.3, 12.2, 0.0, -1.5
- COc1ccc(C(=O)C2CCCN(C(=O)/C=C/c3ccccn3)C2)c(C)c1 (stereo not drawn)
→ 0.1, nt, nt, nt, -1.5, 12.9, nt, -17.3
- COc1ccc(NS(=O)(=O)c2cccc(C(=O)NCC3(N4CCCCC4)CCCCC3)c2)cc1
→ 0.1, 3.7, 0.4, 5.6, nt, -4.5, -3.7, 33.8
- O=C(N[C@@H]1CC[C@H](CCn2cc(C3(O)CCCC3)nn2)O[C@@H]1CO)C1CC1
→ -0.2, 0.2, -3.9, -6.7, -5.0, 15.2, 1.3, 12.7
- Cc1sc2ncnc(SCC(=O)Nc3ccc(CN4CCCC4)cc3)c2c1C
→ 0.0, 2.8, 4.3, 1.0, 6.8, 13.4, -5.1, -5.8
- CN(CC(=O)NC(=O)NC1CCCCC1)CC(=O)Nc1ccccc1C(F)(F)F
→ 0.0, 3.7, -4.0, -6.3, nt, -25.5, 10.2, 0.5
- COc1ccccc1NC(=O)N1CCCCN2[C@H](C1)[C@@H](c1ccc(-c3cccc(F)c3)cc1)[C@@H]2CO
→ -0.1, 0.2, 2.1, -33.9, -11.8, -9.0, 3.9, 28.1
- C[C@@H]1CN([C@@H](C)CO)S(=O)(=O)c2ccc(-c3ccncc3)cc2O[C@@H]1CN(C)Cc1ccncc1
→ -1.3, -0.7, nt, nt, nt, 12.6, 0.5, nt
- COCCNC(=O)CCC1CCN(Cc2cccc(Oc3ccccc3)c2)CC1
→ 0.0, -1.6, -0.8, 16.3, 7.3, 6.1, 6.2, -10.7

# Reprinted from the part before: two entries, then new ones.
# Values in the order: Xi reactivation, CFTR F508del cor, ERp5 block, DENV2 CPE, ARNT TACC3 PPI, GSIS activator, EWS-Fli inh, PAX8 reporter
- C[C@@H]1CN([C@@H](C)CO)S(=O)(=O)c2ccc(-c3ccncc3)cc2O[C@@H]1CN(C)Cc1ccncc1
→ -1.3, -0.7, nt, nt, nt, 12.6, 0.5, nt
- COCCNC(=O)CCC1CCN(Cc2cccc(Oc3ccccc3)c2)CC1
→ 0.0, -1.6, -0.8, 16.3, 7.3, 6.1, 6.2, -10.7
- CC(C)N1C(=O)N(c2cccc(Cl)c2)C(C)(O)CC1(C)C (stereo not drawn)
→ 0.1, -2.8, 0.2, 0.5, -13.1, 63.6*, -9.4, -11.6
- COc1ccc(C(O)c2nc(-c3cccs3)cs2)cc1 (stereo not drawn)
→ 0.5, -2.3, -0.9, ?, nt, -4.9, -9.8, -18.3
- O=C(Nc1nc(-c2ccc(F)c(F)c2)cs1)c1cc([N+](=O)[O-])ccc1N1CCOCC1
→ 0.0, 0.8, nt, nt, -8.7, 1.0, -6.5, -3.7
- O=S(=O)(O)c1cc(O)c2cc(Nc3ccccc3)ccc2c1
→ 0.6, 0.4, 12.8, -1.8, 19.5, nt, -5.8, -0.1
- C/C(CC(=O)Nc1ccc(Cl)cc1Cl)=N\NC(=O)c1cnccn1
→ 0.1, -1.2, 1.7, -2.4, 12.4, 0.8, 1.6, -0.4
- Cc1ccc(S(=O)(=O)N(C)C)cc1NC(=O)CSc1nnc(C2CC2)n1C1CC1
→ 0.0, -0.2, 3.1, 4.9, 5.9, -0.2, 0.7, 5.2
- CN1CCC(C(=O)C(=O)O)C1=O (stereo not drawn)
→ 0.3, 0.8, 3.8, -3.3, 2.0, -18.7, -0.9, nt
- CSc1nccc(N/N=C/c2ccccc2)n1
→ 0.1, 5.2, -6.7, 6.8, -4.4, -2.2, -77.5, -204.0
- COc1ccc(NC(=O)N(C)C[C@H]2Oc3ccc(NS(=O)(=O)c4cccs4)cc3CC(=O)N([C@H](C)CO)C[C@@H]2C)cc1
→ -0.2, -3.5, nt, -1.6, nt, 5.9, 0.3, 0.9
- FC(F)(F)c1cccc(NC(=S)Nc2cccc(NC(=S)Nc3cccc(C(F)(F)F)c3)n2)c1
→ 0.3, 0.5, 6.0, 5.0, -8.6, 14.2, -11.3, -6.3
- COc1ccc(/C=C/C(=O)N2CCN(C)CC2)cc1OC
→ 0.0, -2.9, 2.2, 0.5, -4.6, -3.6, 3.4, 6.2
- CCOC(=O)C1(Cc2cccc(OC)c2)CCN(C/C=C/c2ccc(OC)cc2)CC1
→ 0.0, -6.0, -0.6, 2.7, 24.0, -9.6, 18.3, -1.5
- C[C@@H]1CN([C@H](C)CO)C(=O)Cc2cc(NC(=O)C3CC3)ccc2O[C@@H]1CN(C)C(=O)Nc1ccc2c(c1)OCO2
→ -0.3, -2.6, 7.6, 2.9, -5.8, 7.0, 7.3, -1.6
- C[C@@H]1CN([C@@H](C)CO)C(=O)Cc2cc(NC(=O)c3ccncc3)ccc2O[C@H]1CN(C)Cc1ccc(C(=O)O)cc1
→ 0.0, -3.5, 10.4, -1.9, nt, 13.3, -4.3, nt
- CC(=O)COC(=O)C1=NN(c2ccccc2)C(=O)CC1
→ 0.0, 0.7, -0.5, 0.8, -4.9, 12.2, -11.6, -4.4
- COc1ccc2c3c([nH]c2c1)[C@@H](CO)N(C(=O)C1CCCC1)CC31CCN(Cc2cccc(F)c2)CC1
→ -0.1, 3.5, -1.3, -11.0, nt, -11.5, 34.5, nt
